# High-throughput results from PubChem.
# NSD2 block: inhibitors of human NSD2, primary screen, biochemical, plate reader, single point; Histone-lysine N-methyltransferase NSD2 (Homo sapiens), O96028; NSD2-SET H3K36me1 DELFIA fluorescence; inhibition, % at 12.5 µM; 44,000 tested, 0.07% active; AID 624260, 2012; in the data active means inhibition above about 54%, passing the limit was not always enough;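 further: inhibitors reduce the monomethyl H3K36 fluorescence signal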
# Target sequence (O96028 whole entry, looked up): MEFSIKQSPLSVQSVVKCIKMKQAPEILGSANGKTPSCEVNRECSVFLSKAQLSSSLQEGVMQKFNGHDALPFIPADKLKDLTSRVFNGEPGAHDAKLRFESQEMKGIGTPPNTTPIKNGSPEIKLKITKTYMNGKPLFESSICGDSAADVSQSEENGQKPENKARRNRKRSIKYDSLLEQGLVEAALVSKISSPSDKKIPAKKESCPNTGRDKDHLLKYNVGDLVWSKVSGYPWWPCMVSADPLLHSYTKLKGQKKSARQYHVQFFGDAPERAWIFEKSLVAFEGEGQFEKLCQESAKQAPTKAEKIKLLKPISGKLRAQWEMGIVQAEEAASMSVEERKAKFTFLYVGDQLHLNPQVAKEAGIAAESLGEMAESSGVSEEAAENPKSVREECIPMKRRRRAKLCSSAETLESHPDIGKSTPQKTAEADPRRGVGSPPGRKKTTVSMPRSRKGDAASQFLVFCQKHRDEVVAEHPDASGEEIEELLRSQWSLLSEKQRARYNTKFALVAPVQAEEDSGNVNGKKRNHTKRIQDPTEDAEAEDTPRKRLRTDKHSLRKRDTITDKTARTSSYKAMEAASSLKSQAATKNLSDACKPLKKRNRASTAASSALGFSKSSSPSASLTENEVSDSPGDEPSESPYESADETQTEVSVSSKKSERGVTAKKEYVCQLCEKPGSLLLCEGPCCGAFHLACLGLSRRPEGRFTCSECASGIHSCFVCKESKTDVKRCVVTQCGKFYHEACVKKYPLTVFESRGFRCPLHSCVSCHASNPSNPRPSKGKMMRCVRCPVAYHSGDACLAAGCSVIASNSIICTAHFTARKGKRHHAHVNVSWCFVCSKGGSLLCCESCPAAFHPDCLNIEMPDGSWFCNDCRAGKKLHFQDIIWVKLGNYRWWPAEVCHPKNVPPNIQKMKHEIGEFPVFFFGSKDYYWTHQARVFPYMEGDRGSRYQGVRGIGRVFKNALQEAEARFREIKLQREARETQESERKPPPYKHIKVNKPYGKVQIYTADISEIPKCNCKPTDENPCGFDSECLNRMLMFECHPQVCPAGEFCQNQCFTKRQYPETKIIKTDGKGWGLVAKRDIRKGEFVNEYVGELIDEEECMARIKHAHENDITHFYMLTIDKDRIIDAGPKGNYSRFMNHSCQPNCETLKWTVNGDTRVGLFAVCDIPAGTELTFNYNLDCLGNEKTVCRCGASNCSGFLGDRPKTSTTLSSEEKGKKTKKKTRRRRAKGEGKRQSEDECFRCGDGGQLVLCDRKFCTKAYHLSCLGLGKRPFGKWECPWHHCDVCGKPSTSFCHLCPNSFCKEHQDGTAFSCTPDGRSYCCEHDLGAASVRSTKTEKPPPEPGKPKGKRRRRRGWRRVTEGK
# * = called active by the depositor.
NSD2 block	smiles
0.9	COc1ccc(-c2cnc3c(c2)C(=O)N([C@H](C)CO)C[C@H](C)[C@H](CN(C)S(=O)(=O)c2ccc(F)cc2)O3)cc1
4.5	COc1ccc(S(=O)(=O)N(C)C[C@@H]2Oc3ccc(NC(=O)CCCN(C)C)cc3C(=O)N([C@@H](C)CO)C[C@H]2C)cc1
0.3	CNC[C@@H]1Oc2ncc(-c3cccc(C(=O)N(C)C)c3)cc2C(=O)N([C@H](C)CO)C[C@@H]1C
-10.3	CC(C)NC(=O)Nc1ccc2c(c1)C(=O)N([C@H](C)CO)C[C@H](C)[C@H](CN(C)Cc1ccc(C(=O)Nc3ccccc3N)cc1)OCCCC[C@@H](C)O2
10.7	C[C@@H]1CCCCO[C@@H](CN(C)CC2CCCCC2)[C@H](C)CN([C@@H](C)CO)C(=O)c2cc(NS(=O)(=O)c3cn(C)cn3)ccc2O1
0.2	C[C@H]1CN([C@@H](C)CO)C(=O)c2cccc(NS(=O)(=O)c3ccc(Cl)cc3)c2O[C@@H]1CN(C)Cc1ccc(Oc2ccccc2)cc1
5.4	COc1ccccc1C#Cc1ccc2c(c1)O[C@@H](CN(C)Cc1ccccc1)[C@@H](C)CN([C@@H](C)CO)S2(=O)=O
-3.0	C[C@H]1CN([C@@H](C)CO)C(=O)Cc2cc(NC(=O)Cn3cnnn3)ccc2O[C@H]1CN(C)C(=O)NC1CCCCC1
-12.1	C[C@@H]1CN([C@@H](C)CO)C(=O)c2cc(/C=C/c3ccccc3)cnc2O[C@H]1CN(C)S(C)(=O)=O
2.7	Cc1noc(C)c1S(=O)(=O)Nc1ccc2c(c1)C(=O)N([C@H](C)CO)C[C@H](C)[C@H](CN(C)C(=O)Cc1ccccc1)OCCCC[C@H](C)O2
1.3	CC(C)NC(=O)Nc1ccc2c(c1)C(=O)N([C@@H](C)CO)C[C@@H](C)[C@@H](CN(C)Cc1ccccc1)OCCCC[C@@H](C)O2
-3.8	C[C@@H]1CN([C@H](C)CO)C(=O)Cc2cc(NS(=O)(=O)c3cn(C)cn3)ccc2O[C@H]1CN(C)Cc1ccc(-c2ccccc2)cc1
5.2	COCC#Cc1cnc2c(c1)C(=O)N([C@H](C)CO)C[C@H](C)[C@@H](CN(C)S(=O)(=O)c1cccc(OC)c1)O2
2.6	C[C@H](CO)N1C[C@H](C)[C@H](CN(C)C)Oc2ncc(C#Cc3ccccc3)cc2C1=O
-0.3	O=C(C[C@H]1C[C@H]2c3cc(NC(=O)CC4CC4)ccc3O[C@H]2[C@H](CO)O1)NCc1cccnc1
-2.1	COc1cc(C2OCC3(OC4OC(CO)C(O)C(O)C4O)C(c4ccc(O)c(OC)c4)OCC23)ccc1O (stereo unspecified)
2.6	Cc1ccccc1-c1ccc2c(c1)O[C@H](CN(C)CC1CC1)[C@H](C)CN([C@H](C)CO)S2(=O)=O
2.3	COc1ccc(CNC(=O)N(C)C[C@H]2OCc3ccccc3-c3ccccc3C(=O)N([C@H](C)CO)C[C@@H]2C)cc1
2.3	C=C[C@@H](COC(C)=O)NS(=O)(=O)c1ccc(Br)cc1
-0.5	O=C(O)CC(CC(=O)Nc1cc(C(F)(F)F)cc(C(F)(F)F)c1)c1ccc(Cl)cc1Cl (stereo unspecified)
-0.5	C[C@@H]1CN([C@@H](C)CO)C(=O)c2cc(NC(=O)C3CC3)ccc2O[C@@H]1CN(C)C
3.9	C[C@H]1CN([C@@H](C)CO)C(=O)Cc2cc(NC(=O)Cn3cnnn3)ccc2O[C@@H]1CN(C)C(=O)Nc1ccc2c(c1)OCO2
3.4	CN(C)C(=O)C[C@H]1C=C[C@H](NC(=O)c2ccc(F)cc2)[C@@H](CO)O1
3.0	COc1ccc(-c2cnc3c(c2)C(=O)N([C@@H](C)CO)C[C@H](C)[C@H](CN(C)C(=O)CN(C)C)O3)cc1
-4.1	C[C@@H]1CN([C@@H](C)CO)S(=O)(=O)c2ccc(-c3cccc(F)c3)cc2O[C@H]1CN(C)S(C)(=O)=O
-1.7	C[C@@H]1CN([C@@H](C)CO)C(=O)c2cc(NC(=O)Nc3ccccc3)ccc2O[C@@H](C)CCCCO[C@@H]1CN(C)C(=O)Nc1cccc2ccccc12
1.3	C[C@@H]1CCCCO[C@@H](CN(C)CC2CCCCC2)[C@@H](C)CN([C@H](C)CO)C(=O)c2cc(N(C)C)ccc2O1
4.3	C[C@H](CO)N1C[C@H](C)[C@H](CN(C)Cc2ccccc2)Oc2ccc(NC(=O)C3CC3)cc2C1=O
-5.1	C[C@H]1CN([C@@H](C)CO)S(=O)(=O)c2ccc(C3=CCCCC3)cc2O[C@@H]1CN(C)S(=O)(=O)c1cn(C)cn1
-3.0	CS(=O)(=O)Nc1ccc2c(c1)[C@H]1C[C@@H](CC(=O)NCCc3ccccc3)O[C@H](CO)[C@H]1O2
-1.8	COc1ccc(S(=O)(=O)N(C)C[C@H]2Oc3ccc(NC(=O)Nc4cccc5ccccc45)cc3C(=O)N([C@@H](C)CO)C[C@H]2C)cc1
7.6	C[C@@H]1CN([C@H](C)CO)C(=O)c2c(c3ccccc3n2C)-c2ccccc2CO[C@H]1CN(C)S(=O)(=O)c1ccc(Cl)cc1
1.7	C[C@@H]1CN([C@H](C)CO)C(=O)c2cccc(NC(=O)c3cnccn3)c2O[C@@H]1CN(C)C
0.2	COc1ccc(CN(C)C[C@H]2Oc3c(NC(=O)Nc4ccccc4)cccc3C(=O)N([C@H](C)CO)C[C@@H]2C)cc1
-2.1	C[C@@H]1CN([C@H](C)CO)C(=O)c2cc(C#CC3CC3)cnc2O[C@@H]1CN(C)C(=O)c1ccccc1
14.4	CC(C)CC#Cc1cnc2c(c1)C(=O)N([C@H](C)CO)C[C@H](C)[C@@H](CN(C)C(=O)Nc1ccccc1F)O2
2.4	Cc1noc(C)c1NC(=O)N(C)C[C@@H]1Oc2ccc(NC(=O)Cc3cn(C)c4ccccc34)cc2C(=O)N([C@H](C)CO)C[C@@H]1C
3.0	Cc1ccc(S(=O)(=O)Nc2ccc3c(c2)CC(=O)N([C@H](C)CO)C[C@H](C)[C@@H](CN(C)CC2CC2)O3)cc1
-0.3	COc1ccc(NC(=O)Nc2ccc3c(c2)CC(=O)N([C@H](C)CO)C[C@H](C)[C@@H](CN(C)S(=O)(=O)c2ccc(Cl)cc2)O3)cc1
-1.0	C[C@H](CO)N1C[C@H](C)[C@H](CN(C)C(=O)c2ccc3c(c2)OCO3)Oc2ncc(C3=CCCCC3)cc2C1=O

# Look-ups from the list:
# NSD2 block with `Cc1noc(C)c1NC(=O)N(C)C[C@@H]1Oc2ccc(NC(=O)Cc3cn(C)c4ccccc34)cc2C(=O)N([C@H](C)CO)C[C@@H]1C` → 2.4
# NSD2 block with `COc1ccc(CN(C)C[C@H]2Oc3c(NC(=O)Nc4ccccc4)cccc3C(=O)N([C@H](C)CO)C[C@@H]2C)cc1` → 0.2
# NSD2 block with `Cc1ccc(S(=O)(=O)Nc2ccc3c(c2)CC(=O)N([C@H](C)CO)C[C@H](C)[C@@H](CN(C)CC2CC2)O3)cc1` → 3.0

# The results go on.
NSD2 block	smiles
2.3	CNC[C@@H]1OCCCC[C@@H](C)Oc2ccc(NC(=O)NC3CCCCC3)cc2C(=O)N([C@H](C)CO)C[C@H]1C
-5.2	C[C@H](CO)N1C[C@H](C)[C@@H](CN(C)C(=O)Nc2ccccc2)Oc2ccc(NC(=O)Nc3cccc4ccccc34)cc2C1=O
6.3	CC(=O)N(C)C[C@H]1Oc2ncc(-c3ccc(F)cc3)cc2C(=O)N([C@@H](C)CO)C[C@@H]1C
-1.3	O=C(N[C@H]1c2ccccc2C[C@H]1O)C1=C[C@H](c2coc3ccccc3c2=O)C[C@H](OCCCCO)O1
1.1	COc1ccc(S(=O)(=O)N(C)C[C@@H]2Oc3c(NC(=O)c4ccc(-c5nccs5)cc4)cccc3C(=O)N([C@@H](C)CO)C[C@H]2C)cc1
0.1	FC(F)(F)c1cccc2c1[nH]c1nc3ccccc3nc12
-1.4	C[C@@H]1CCCCO[C@@H](CN(C)Cc2ccncc2)[C@@H](C)CN([C@@H](C)CO)C(=O)c2cc(NS(=O)(=O)c3ccc(F)cc3)ccc2O1
-7.5	C[C@@H]1CN([C@@H](C)CO)C(=O)c2cc(NS(=O)(=O)c3ccc(Cl)cc3)ccc2O[C@@H]1CN(C)S(=O)(=O)c1ccc(Cl)cc1
0.1	COc1ccc(S(=O)(=O)Nc2ccc3c(c2)C(=O)N([C@@H](C)CO)C[C@H](C)[C@H](CN(C)C(=O)Cc2ccccc2)OCCCC[C@H](C)O3)cc1
-1.0	CN(C)C(=O)C[C@H]1C[C@@H]2c3cc(NC(=O)C4CCOCC4)ccc3O[C@@H]2[C@@H](CO)O1
1.8	C[C@H]1CN([C@@H](C)CO)C(=O)Cc2cc(NC(=O)CCCN(C)C)ccc2O[C@@H]1CN(C)CC1CCCCC1
-3.4	C[C@H](CO)N1C[C@H](C)[C@@H](CN(C)CC2CCCC2)Oc2ncc(-c3cccc(F)c3)cc2C1=O
-5.1	COc1cc2c(cc1OC)CN(C(=O)[C@@H]1[C@H]3C(=O)O[C@H](c4ccccc4)[C@H](c4ccccc4)N3[C@H](c3ccc(O)cc3)[C@@]13C(=O)Nc1ccccc13)CC2
-5.1	COc1ccc(-c2cnc3c(c2)C(=O)N([C@H](C)CO)C[C@H](C)[C@@H](CN(C)C(=O)Cc2ccncc2)O3)cc1
-1.5	COc1ccc(NC(=O)Nc2ccc3c(c2)CC(=O)N([C@@H](C)CO)C[C@H](C)[C@H](CN(C)S(=O)(=O)c2ccc(F)cc2)O3)cc1
0.5	COC(=O)CCCCCCC(=O)N/N=C/[C@H](O)[C@@H](O)[C@@H](O)[C@H](O)CO
-3.1	COc1ccc(S(=O)(=O)N(C)C[C@H]2Oc3c(NC(=O)C4CC4)cccc3C(=O)N([C@@H](C)CO)C[C@@H]2C)cc1
-0.7	C[C@H](CO)N1C[C@H](C)[C@H](CN(C)C(=O)Nc2cccc3ccccc23)Oc2ccc(NS(C)(=O)=O)cc2CC1=O
-5.0	CC(C)NC(=O)N(C)C[C@H]1Oc2cc(C#CCN(C)C)ccc2S(=O)(=O)N([C@H](C)CO)C[C@H]1C
-3.4	C[C@H](CO)N1C[C@H](C)[C@@H](CN(C)C(=O)Oc2ccccc2)OCc2cn(nn2)CCCC1=O
2.6	CCCN(C)C[C@@H]1Oc2cc(C3=CCCC3)ccc2S(=O)(=O)N([C@@H](C)CO)C[C@@H]1C
-0.6	C[C@@H]1CN([C@@H](C)CO)C(=O)Cc2cc(N(C)C)ccc2O[C@@H]1CN(C)C(=O)Nc1cccc2ccccc12
-6.7	C[C@H]1CN([C@@H](C)CO)C(=O)c2cc(NS(=O)(=O)c3ccc(F)cc3)ccc2O[C@@H]1CN(C)Cc1ccc(Oc2ccccc2)cc1
-1.3	N#CC(Cc1ccc(O)cc1)c1ccc(O)cc1 (stereo unspecified)
-9.5	C[C@H](CO)N1C[C@H](C)[C@@H](CN(C)C(=O)NC2CCCCC2)Oc2ccc(NC(=O)Nc3ccc(C(F)(F)F)cc3)cc2C1=O
-1.7	C[C@@H]1CN([C@H](C)CO)C(=O)c2cc(NC(=O)Nc3ccccc3)ccc2O[C@@H]1CN(C)Cc1ccccc1
11.5	Cc1ccc(S(=O)(=O)Nc2ccc3c(c2)CC(=O)N([C@H](C)CO)C[C@@H](C)[C@@H](CN(C)CC2CC2)O3)cc1
-6.1	CC1(CCOC2OC(CO)C(O)C(O)C2O)CCC2C(=CCC3C(C)(C(=O)O)CCCC23C)C1 (stereo unspecified)
0.5	C[C@@H]1CN([C@H](C)CO)C(=O)CCCn2nncc2CO[C@@H]1CN(C)C(=O)Nc1ccc2c(c1)OCO2
-1.0	C[C@@H]1CN([C@H](C)CO)C(=O)c2cc(NS(=O)(=O)c3cccs3)ccc2O[C@@H](C)CCCCO[C@@H]1CN(C)C(=O)CCCN(C)C
-10.7	C[C@H](CO)N1C[C@H](C)[C@H](CN(C)Cc2ccccn2)Oc2ncc(C#CC(C)(C)O)cc2C1=O
0.4	C[C@H]1CCCCO[C@@H](CN(C)Cc2ccccc2)[C@@H](C)CN([C@@H](C)CO)C(=O)c2cc(N(C)C)ccc2O1
-2.4	Cc1noc(C)c1S(=O)(=O)Nc1ccc2c(c1)C(=O)N([C@@H](C)CO)C[C@@H](C)[C@H](CN(C)C(=O)Nc1cccc3ccccc13)OCCCC[C@H](C)O2
0.2	C[C@@H]1CN([C@H](C)CO)C(=O)Cc2cc(NC(=O)C3CC3)ccc2O[C@H]1CN(C)Cc1ccc(Oc2ccccc2)cc1
-12.1	C[C@H]1CN([C@@H](C)CO)C(=O)c2cc(NC(=O)Cc3cn(C)c4ccccc34)ccc2O[C@@H]1CN(C)Cc1ccc(C(F)(F)F)cc1
-2.6	COc1ccc(NC(=O)N(C)C[C@H]2Oc3ccc(NC(=O)CCCCCC(=O)Nc4ccccc4N)cc3C(=O)N([C@@H](C)CO)C[C@H]2C)cc1
-2.9	C[C@@H]1CN([C@@H](C)CO)C(=O)c2c(c3ccccc3n2C)-c2ccccc2CO[C@@H]1CN(C)S(=O)(=O)c1ccc(Cl)cc1
-2.8	C[C@H]1CN([C@@H](C)CO)C(=O)c2cccc(NC(=O)Nc3ccccc3)c2O[C@@H]1CN(C)C(=O)Nc1cccc2ccccc12
3.8	[N-]=[N+]=Nc1ccc(C[C@H]2C(=O)O[C@@H](Cc3ccccc3)[C@H]3[C@@H]4C=CCCC=C4CN32)cc1

# In the list so far, these have a CF3 group.
NSD2 block	smiles
-0.5	O=C(O)CC(CC(=O)Nc1cc(C(F)(F)F)cc(C(F)(F)F)c1)c1ccc(Cl)cc1Cl (stereo unspecified)
0.1	FC(F)(F)c1cccc2c1[nH]c1nc3ccccc3nc12
-9.5	C[C@H](CO)N1C[C@H](C)[C@@H](CN(C)C(=O)NC2CCCCC2)Oc2ccc(NC(=O)Nc3ccc(C(F)(F)F)cc3)cc2C1=O
-12.1	C[C@H]1CN([C@@H](C)CO)C(=O)c2cc(NC(=O)Cc3cn(C)c4ccccc34)ccc2O[C@@H]1CN(C)Cc1ccc(C(F)(F)F)cc1

# Filtered by structure: the compounds so far with a COOH group.
NSD2 block	smiles
-0.5	O=C(O)CC(CC(=O)Nc1cc(C(F)(F)F)cc(C(F)(F)F)c1)c1ccc(Cl)cc1Cl (stereo unspecified)
-6.1	CC1(CCOC2OC(CO)C(O)C(O)C2O)CCC2C(=CCC3C(C)(C(=O)O)CCCC23C)C1 (stereo unspecified)

# These rows are one share of the data, so the mix of outcomes need not match the whole.
